Compound activity (PubChem BioAssay)
pCIP destab = lowers stability of the mouse p/CIP coactivator protein. Q05BA5. F442A p/CIP-EGFP cells, EGFP fluorescence, 16 h. decrease of EGFP signal, % at 10 µM. 0.01% of 290,000 active. AID 1984;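 active means EGFP signal decrease of at least 30% at 10 µM or well 3 SD below plate mean, unless failing retest; inactive means the rest, including hits failing retest or dose response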; further: some compounds called inactive have numbers as strong as hits; many of its hits are not listed in these tables
IMP-1 inhibitor = blocks Pseudomonas aeruginosa IMP-1 metallo-beta-lactamase | purified IMP-1, nitrocefin hydrolysis, epi-absorbance fluorescence | inhibition, % at 5.6 µM | 0.45% of 290,000 active | AID 1556;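 active means inhibition above the mean plus 3 SD of all compounds in the same screening run, cut at about 4.5% in these data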;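 further: 0% = IMP-1 with DMSO and 100% = DMSO wells lacking enzyme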
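assay system = purified recombinant IMP-1 metallo-beta-lactamase enzyme | schedule = 15 min preincubation plus 25 min reaction at 25 °C | signal = Epi-absorbance fluorescence, 480 nm excitation, 530 nm emission | read-out basis = percent inhibition from optical density relative to buffer-blank wells | controls = IMP-1 with DMSO as 0%, enzyme-free DMSO as 100%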
FID counter = fluorescent intercalator displacement, NS3 helicase counter-screen. DNA fluorescent intercalator displacement, fluorescence. inhibition, % at 7.9 µM. 0.17% of 290,000 active. AID 1845; in the data active means inhibition above about 37%;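 further: 0% = vehicle and 100% = reference compound; higher means more ethidium bromide displaced from hairpin DNA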
M18AAP inhibitor = blocks P. falciparum M18 aspartyl aminopeptidase | inhibition, % at 7.35 µM | recombinant PfM18AAP, H-Glu-NHMec fluorogenic cleavage | AID 1822 | 1.2% of 290,000 active;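 active means inhibition above the campaign mean inhibition over all tested compounds plus 3 SD, cut at about 28% in these data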;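 further: 0% = plate median of test compound wells and 100% = 2 mM ZnCl2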
VIM-2 inh = blocks Pseudomonas aeruginosa VIM-2 metallo-beta-lactamase | purified VIM-2, nitrocefin hydrolysis, epi-absorbance fluorescence | inhibition, % at 5.6 µM | 0.89% of 290,000 active;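 active means inhibition above the mean of all tested compounds plus 3 SD, cutoff set per screening run, cut at about 7.5% in these data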;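 further: red hydrolysis product quenches plate fluorescence so inhibitors raise well fluorescence; 0% = enzyme with DMSO and 100% = DMSO without enzyme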
NS3 helicase inh = blocks Hepatitis C virus NS3 helicase unwinding; inhibition, % at 10.9 µM; 0.56% of 290,000 active; NS3 helicase DNA unwinding, Cy5 molecular beacon fluorescence;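 active means inhibition above the mean of all tested compounds plus 3 SD, set per campaign, cut at about 35% in these data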;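 further: 0% = DMSO wells and 100% = thioflavine S control wells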
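assay system = NS3 helicase fragment of HCV | buffer or medium = MOPS pH 6.5, MgCl2, DTT, Tween20, BSA | timing = 60 min unwinding reaction at 25 °C after ATP addition | signal = Cy5 beacon fluorescence read at start and 1 h | read-out basis = % inhibition of unwinding | control set = low DMSO, high thioflavine S at 110 µM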
UBC9 SUMO inh = blocks human SUMOylation mediated by UBC9; inhibition, % at 35 µM; HTRF SUMOylation assay, SAE1/SAE2 + UBC9, in vitro; 0.36% of 290,000 active; AID 2006; P63279; in the data active means inhibition above about 50%, passing the limit was not always enough; further: strong numbers were not always called active
Target sequence (P63279 whole entry, looked up): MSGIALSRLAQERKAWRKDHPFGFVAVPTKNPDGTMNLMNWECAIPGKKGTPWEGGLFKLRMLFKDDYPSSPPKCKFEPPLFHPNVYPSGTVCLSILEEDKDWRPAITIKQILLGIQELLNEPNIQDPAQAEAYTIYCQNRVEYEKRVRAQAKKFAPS
IDE cell activ = boosts human insulin-degrading enzyme activity in HEK cells | P14735 | FAbeta-B cleavage, fluorescence polarization; 0% vehicle, 100% cell-free pure enzyme wells | activation, % at 5.96 µM | 0.073% of 340,000 active | AID 493087;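 active means activation above the mean of all tested compounds plus 3 SD, set per screening campaign, cut at about 17% in these data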
IDE inh = inhibitors of human insulin-degrading enzyme in cells. P14735. HEK cells, FAbetaB cleavage, fluorescence polarization. inhibition, % at 5.59 µM. 0.41% of 320,000 active;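 active means percent inhibition above the average of all tested compounds plus 3 SD, set per screening campaign, cut at about 16% in these data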;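 further: IDE supplied by intact live HEK cells; FP after avidin binding of uncleaved biotin substrate so inhibition keeps polarization high; 0% = DMSO wells and 100% = 60 µM reference IDE inhibitor Ii1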
Numbers without * were called inactive; . = not tested or not shown.

SMILES | pCIP destab | IMP-1 inhibitor | FID counter | M18AAP inhibitor | VIM-2 inh | NS3 helicase inh | UBC9 SUMO inh | IDE cell activ | IDE inh
Cc1cc(=O)oc2cc(OCC(=O)OCC(=O)Nc3ccc(C(C)C)cc3)ccc12 | -5 | -0.2 | 2 | -1 | 1.9 | -9 | -4 | -3 | -1
O=C(NC(=S)Nc1ccc(F)cc1)C1CCCCC1 | 1 | -3.5 | -12 | -2 | -2.0 | 3 | 5 | 5 | 4
O=C(c1cc(COc2cccc(C(F)(F)F)c2)on1)N1C[C@@H]2CCC[C@H]1C2 | 5 | 0.1 | -39 | 0 | -3.6 | -11 | -7 | 3 | -1
CN1C(=O)C2(C(C#N)=C(N)N(c3cc(Cl)cc(Cl)c3)C3=C2C(=O)CC(C)(C)C3)c2ccccc21 (stereo not given) | -22 | -1.2 | -40 | 4 | -3.5 | 2 | 18 | 4 | 5
CCS(=O)(=O)NCCc1csc(-c2cccnc2)n1 | -8 | -6.8 | -2 | 3 | -3.7 | 4 | 12 | -2 | 1
O=C(CN1C(=O)c2ccccc2C1=O)N1CCN=C1c1ccccc1 | -2 | -2.2 | -8 | 4 | -0.5 | 25 | -6 | -3 | 13
COC(=O)c1sccc1NC(=O)C1CCCCC1C(=O)O (stereo not given) | 0 | -2.0 | -10 | 0 | 0.0 | 1 | 12 | 3 | 1
CNC(=O)c1sc(-c2ccccc2)nc1C | -6 | -4.8 | 1 | 1 | -4.3 | 4 | -9 | -1 | 0
COC(=O)CNC(=O)C12CC3CC(C1)CC(c1ccc(C)cc1)(C3)C2 | 1 | -0.4 | -25 | -4 | -0.1 | -7 | 17 | 4 | -3
CCC(C)[C@H](NC(=O)NCCC1=CCCCC1)C(=O)OC (stereo not given in full) | 5 | -3.2 | -17 | 3 | -2.5 | -17 | -1 | 7 | -4
COc1ccc(N2C(=O)NC(NC(=O)C(C)(C)C)(C(F)(F)F)C2=O)cc1 (stereo not given) | 4 | -2.3 | -3 | -5 | -1.4 | 5 | 5 | 3 | 2
O=[N+]([O-])c1ncccc1Oc1nc(-c2cccnc2)nc2ccccc12 | -5 | -2.9 | 5 | 0 | -0.2 | 17 | 28 | 10 | -12
CCOC(=O)C1=C(CN2CCN(C(=O)c3ccco3)CC2)NC(=O)NC1c1ccc(OC(C)C)cc1 (stereo not given) | -2 | -1.9 | -61 | -4 | -2.4 | -10 | 7 | -2 | 3
NS(=O)(=O)c1ccc(NC(=O)c2ccc(S(=O)(=O)N3CCOCC3)o2)cc1 | -4 | -2.8 | 1 | -2 | -1.6 | 9 | 11 | . | 1
CCC(=O)c1ccc(OCC(=O)O)c(OC)c1 | 21 | -2.6 | 5 | 5 | -2.1 | 0 | -7 | 0 | 2
CCCCOc1c(Br)cc(/C=N/O)cc1OCC | -1 | -3.5 | -9 | -13 | 3.0 | -7 | -77 | 6 | 2
CSc1ccccc1C(=O)Nc1nc2ccccc2[nH]1 | -9 | -4.8 | 1 | -3 | -3.4 | -3 | 2 | 12 | 3
CC(Oc1ccc(Cl)cc1)c1ccnn1S(=O)(=O)c1ccccc1 (stereo not given) | -1 | -3.3 | -9 | -1 | -1.5 | -9 | 10 | -3 | 5
OCCN(Cc1ccccc1)Cc1ccc(Cl)cc1Cl | -11 | -1.9 | -4 | 2 | -2.4 | -5 | 14 | -3 | 4
O=C(NNC(=O)c1cc(-c2cccnc2)nc2ccccc12)Nc1ccc(Cl)cc1 | 14 | -3.0 | -4 | -11 | -3.1 | -6 | 0 | -2 | 1
CCN(CC)S(=O)(=O)c1ccc(F)cc1 | -4 | -2.5 | -2 | 3 | -3.5 | 2 | -1 | 3 | -3
O=C(Nc1ccccc1)OCCOc1cccc(Br)c1 | -12 | -2.9 | -8 | 3 | -1.3 | -3 | -18 | 4 | -1
O=C(C1CCCN(Cc2ccc(Cl)cc2)C1)N1CCCCC1 (stereo not given) | 0 | -2.2 | 2 | -4 | -3.3 | -2 | 3 | 6 | 5
Cc1ccc(-n2[nH]c(C)c(/C=N/NC(=O)c3ccc(O)cc3O)c2=O)cc1 | -3 | -2.4 | -9 | 12 | -4.3 | 24 | -8 | 4 | 1
Cc1nc(C)c(-c2ccc(SCC(=O)Nc3ccc(F)cc3F)nn2)s1 | 10 | -0.9 | -21 | -5 | -1.1 | -6 | 15 | 4 | -5
O=C(COc1ccccc1)NC1CCS(=O)(=O)C1 (stereo not given) | -8 | -4.1 | 1 | 2 | -4.1 | -3 | 16 | 3 | 4
COc1ccc(CNC(=O)C2CCCN(S(=O)(=O)c3c(C)nn(C)c3C)C2)cc1 (stereo not given) | -13 | -3.2 | -7 | -2 | -3.6 | 5 | 2 | 9 | -2
O=C(Nc1ccc(F)c(Cl)c1)C1CCN(c2ncnc3c2nc2n3CCCCC2)CC1 | -4 | -3.2 | -32 | 2 | -2.2 | -30 | 7 | -2 | 2
CCOc1cc(/C=N/NC(=O)COc2ccc(Cl)cc2)ccc1OS(=O)(=O)c1ccccc1 | -32 | -2.0 | -15 | 2 | -2.5 | -11 | 2 | 1 | 0
Cc1cc(-c2ccc(S(=O)(=O)N3CCN(c4cccc(C)c4C)CC3)s2)on1 | -13 | 2.2 | -17 | 3 | 2.0 | 0 | -12 | -4 | -10
Cc1ccc(NC(=O)Cn2ncn3c(cc4ccccc43)c2=O)cc1F | 5 | -1.7 | -20 | -2 | -0.6 | -2 | -3 | 1 | 1
O=C(NNC(=S)NCC1CCCO1)c1ccc(S(=O)(=O)N2CCOCC2)cc1 (stereo not given) | -25 | -2.9 | -7 | 6 | -4.6 | 0 | 23 | -1 | -10
COc1ccc(CNC(=O)C/C(C)=N/NC(=O)COc2cccc(C)c2)cc1 | 12 | -2.8 | -22 | 8 | -2.8 | -14 | 1 | 3 | 0
CCOC(=O)c1cc(-c2ccccc2)n(CCC(=O)NC(C)CC)c1C (stereo not given) | -4 | -2.2 | -36 | 10 | -1.6 | -3 | -18 | 13 | -5
COc1ccc(-n2c(-c3ccc(Br)cc3)c[n+]3c2SC(C)C3)cc1 (stereo not given) | -21 | -3.5 | 11 | 5 | -1.5 | -12 | 18 | 0 | 6
Cc1ccc2cc(COC(=O)c3cccc([N+](=O)[O-])c3)c(=O)[nH]c2c1 | 6 | -1.6 | -9 | -1 | -0.5 | -4 | 14 | 1 | -3
CCOC(=O)c1[nH]c2ccccc2c1NC(=S)Nc1cccc(C)c1C | -2 | -2.0 | -7 | 1 | -1.5 | -3 | -20 | -4 | 0
Cc1cccc(-n2ncc3c2CCCC3NC(=O)CCc2cccnc2)c1C (stereo not given) | 7 | 0.3 | -19 | -4 | -0.2 | 2 | -4 | 5 | 2
COc1ccc(C(CNC(=O)c2ccc3c(c2)OCCO3)N(C)C)cc1 (stereo not given) | -14 | -1.9 | -1 | -4 | -2.8 | 4 | 17 | 3 | -1
Cc1oc2c(c(C)cc3oc(=O)c(CC(=O)NCC(=O)NCC(=O)NCC(C)O)c(C)c32)c1C (stereo not given) | -6 | -5.7 | -47 | 4 | 6.0 | -8 | 60* | 1 | .

Reformatted with two lines to a compound: 3 of the compounds above
Order of results – pCIP destab, IMP-1 inhibitor, FID counter, M18AAP inhibitor, VIM-2 inh, NS3 helicase inh, UBC9 SUMO inh, IDE cell activ, IDE inh
- O=C(NNC(=S)NCC1CCCO1)c1ccc(S(=O)(=O)N2CCOCC2)cc1 (stereo not given)
→ -25, -2.9, -7, 6, -4.6, 0, 23, -1, -10
- COc1ccc(CNC(=O)C/C(C)=N/NC(=O)COc2cccc(C)c2)cc1
→ 12, -2.8, -22, 8, -2.8, -14, 1, 3, 0
- CCOC(=O)c1cc(-c2ccccc2)n(CCC(=O)NC(C)CC)c1C (stereo not given)
→ -4, -2.2, -36, 10, -1.6, -3, -18, 13, -5

More structures:
SMILES | pCIP destab | IMP-1 inhibitor | FID counter | M18AAP inhibitor | VIM-2 inh | NS3 helicase inh | UBC9 SUMO inh | IDE cell activ | IDE inh
Cc1noc(NS(=O)(=O)c2ccc(NC(=O)c3nn(-c4ccc(F)cc4)ccc3=O)cc2)c1C | -14 | -4.5 | -21 | 6 | -1.0 | 12 | 11 | -5 | 3
CCOc1cccc(NC(=O)C(Cc2cccs2)c2nn[nH]n2)c1 (stereo not given) | -5 | -1.6 | -11 | 21 | -0.4 | 14 | -7 | 8 | 5
CCOC(=O)c1c(CSc2ccccc2)n(C)c2ccc(O)cc12 | -6 | -3.4 | -17 | 3 | -1.9 | -1 | 0 | 1 | -1
COc1[nH]c(/N=C/c2ccccc2)c(C#N)c1C#N | -7 | -1.7 | 3 | 3 | -1.8 | 7 | 17 | 4 | -5
CS(=O)(=O)Nc1ccc(S(=O)(=O)N2CCOCC2)cc1 | -21 | -2.3 | 1 | -4 | -1.8 | -3 | 20 | 3 | -1
COc1ccc(C(CNC(=O)COc2ccc(C)c(C)c2)N2CCCCC2)cc1 (stereo not given) | 0 | 1.1 | 13 | 5 | -2.9 | -13 | -7 | 6 | -5
CCOc1ccc(/C=C(/NC(=O)c2ccccc2)C(=O)NCCC(=O)O)cc1 | -15 | -0.8 | -8 | -7 | -0.7 | -5 | 15 | 5 | 10
O=C(CSc1cccc2cccnc12)N/N=C/c1cccc(O)c1 | -2 | -2.4 | -8 | 11 | -1.2 | 1 | 15 | 4 | 1
Cc1ccc(C)c(Cn2cnc3c(oc4ccccc43)c2=O)c1 | 13 | -3.8 | -5 | 3 | -1.6 | 0 | 18 | 7 | 1
C/C(=C\c1ccco1)C1C(C#N)=C(N)OC2=C1C(=O)CC(C)(C)C2 (stereo not given) | -8 | -0.9 | -13 | 11 | -0.9 | 11 | 10 | -5 | 6
CCOC(=O)c1cc2cc(OCc3ccccc3)ccc2nc1C | -18 | -3.2 | -34 | -1 | -2.1 | -18 | -2 | -4 | 0
CCCOc1ccc(C2(C(=O)O)CCCC2)cc1 | -2 | -2.4 | -7 | 0 | -1.0 | 6 | 14 | 6 | -1
COCCN(C(=O)Cn1c(C(F)(F)F)nc2ccccc21)c1c(N)n(Cc2ccccc2)c(=O)[nH]c1=O | -4 | -3.2 | -19 | 1 | -1.7 | -6 | -2 | 3 | 2
CCN(CC)C(=O)C(C)N(C#N)c1nc(C)cc(C)n1 (stereo not given) | -11 | -2.2 | 5 | 2 | -3.3 | -6 | -2 | 0 | 3
COc1ccc(C2CC(c3ccccc3)n3nnnc3N2)cc1 (stereo not given) | -10 | -3.9 | -16 | -23 | -4.3 | 0 | 19 | 5 | 2
COc1ccc(S(=O)(=O)N(C)CC(=O)NCc2ccco2)cc1OC | 2 | 0.0 | -3 | 5 | -2.5 | 3 | 2 | 3 | -15
CC(=O)N1c2ccc(S(=O)(=O)N3CCCC(C(=O)N4CCC(C)CC4)C3)cc2CC1C (stereo not given) | -16 | -5.3 | -59 | -1 | -2.2 | 11 | 6 | 6 | -4
